Bioassay records (PubChem BioAssay)
ST2 IL33 inh: inhibitors of human ST2 (IL1RL1) binding to IL-33. AlphaLISA ST2-Fc/biotin-IL-33 interaction, 1 h. inhibition, % for hits at 17 µM. actives 2.3% (n = 78,000). AID 1259354; in the data active means inhibition above about 30%; inconclusive means mostly about 10% to 28%
Target sequence (Q01638 whole entry, looked up): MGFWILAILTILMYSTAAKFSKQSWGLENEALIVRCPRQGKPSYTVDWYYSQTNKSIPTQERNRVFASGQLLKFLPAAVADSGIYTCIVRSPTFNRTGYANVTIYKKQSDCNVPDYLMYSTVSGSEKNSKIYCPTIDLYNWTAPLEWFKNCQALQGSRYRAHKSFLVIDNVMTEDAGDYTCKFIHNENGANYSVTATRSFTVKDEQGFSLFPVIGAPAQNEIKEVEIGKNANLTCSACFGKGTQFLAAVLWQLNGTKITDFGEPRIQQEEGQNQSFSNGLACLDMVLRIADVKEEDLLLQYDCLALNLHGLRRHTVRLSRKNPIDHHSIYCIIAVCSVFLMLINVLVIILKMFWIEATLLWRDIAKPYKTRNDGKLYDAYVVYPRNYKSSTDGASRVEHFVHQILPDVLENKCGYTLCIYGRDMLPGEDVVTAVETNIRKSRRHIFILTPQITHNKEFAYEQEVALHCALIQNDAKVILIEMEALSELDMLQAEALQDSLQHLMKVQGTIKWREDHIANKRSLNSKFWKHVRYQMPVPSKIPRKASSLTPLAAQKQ
Numbers without * were called inactive; i = inactive; u = inconclusive; ! = a repeat was not active. This is a subset, so the mix of outcomes need not match the whole.

Compound	ST2 IL33 inh
CC(Cc1ccc2c(c1)OCO2)c1nccn1CCc1cccnc1 (stereo unspecified)	u
c1cc2c(cc1CN1CCCCC1)OCO2	u
Cc1c(NS(=O)(=O)c2ccccc2[N+](=O)[O-])c(=O)n(-c2ccccc2)n1C	i
O[C@@H]1C[C@@H](c2nc(Cc3ccccc3)no2)N(Cc2cc3ccccc3o2)C1	u
COc1ccc(C2CC(=O)C3=C(C2)Nc2ccccc2NC3c2ccccc2C)cc1 (stereo unspecified)	i
Cc1nc(C2CC2)ncc1C(=O)N(C)Cc1ccc2nonc2c1	i
O=C(C[C@@H]1CCNC[C@@H]1Cc1cc(-c2ccccc2)on1)NCc1ccc(F)cc1	u
CCCc1cnc(C)nc1N1CC(N2CCCCC2C)C1 (stereo unspecified)	i
CCCCS(=O)(=O)N1C[C@H](N)C[C@H]1C(=O)NC	u
CC1(C)CC(=O)C=C(Nc2ccc3c(c2)Cc2ccccc2-3)C1	u
C#CC(CO)NCc1ccccc1 (stereo unspecified)	i
O=C(Nc1ccccc1F)N1CCCC(Cn2cc(C3CC3)nn2)C1 (stereo unspecified)	i
CCN(c1ccccc1)S(=O)(=O)c1cc(OC)ccc1OC	i
COC(=O)C1=C(C)NC2=C(C(=O)CC(c3ccc(Cl)cc3)C2)C1c1ccc2c(c1)OCO2 (stereo unspecified)	i
O=c1c(Cl)c(N2CCCCCC2)cnn1-c1ccccc1	i
CCCCNc1nc2c(c(=O)n(C)c(=O)n2C)n1Cc1ccccc1Br	i
COc1cccc(C2=NN(C(=O)Cc3ccc([N+](=O)[O-])cc3)C(O)(C(F)(F)F)C2)c1 (stereo unspecified)	i
CC1=CC(C)(C)N(C(=O)CSc2nc(C)cc(C)n2)c2ccccc21	i
CN1C[C@@H](NC(=O)c2ccc(C#N)cc2)C[C@H]1c1nc(-c2cncnc2)no1	u
Cc1cc(C)n(CC(C)NCc2ccc(-n3cncn3)cc2)n1 (stereo unspecified)	i
O=[N+]([O-])c1cc(C=Nc2ccc3oc(-c4cccc(F)c4)nc3c2)c(O)c([N+](=O)[O-])c1	i
Cc1ccc(S(=O)(=O)NCC23C=CC(O2)C2C(=O)N(Cc4ccccc4)C(=O)C23)cc1 (stereo unspecified)	u
Cc1ccc(-c2nc(NCC(C)C)c3ccccc3n2)cc1	u
O=C(Nc1cnns1)c1cccc(CN2CCCC2c2nccs2)c1 (stereo unspecified)	i

Compounds listed so far that contain a carbonyl joined to an NH by a bond outside any ring:
Compound	ST2 IL33 inh
O=C(C[C@@H]1CCNC[C@@H]1Cc1cc(-c2ccccc2)on1)NCc1ccc(F)cc1	u
CCCCS(=O)(=O)N1C[C@H](N)C[C@H]1C(=O)NC	u
O=C(Nc1ccccc1F)N1CCCC(Cn2cc(C3CC3)nn2)C1 (stereo unspecified)	i
CN1C[C@@H](NC(=O)c2ccc(C#N)cc2)C[C@H]1c1nc(-c2cncnc2)no1	u
O=C(Nc1cnns1)c1cccc(CN2CCCC2c2nccs2)c1 (stereo unspecified)	i

Continuation.
Compound	ST2 IL33 inh
CCCn1cnc2c1CN(C(=O)c1ccc(N(C)C)cc1)[C@H](C(=O)OC)C2	i
COC(=O)c1ccc(NS(=O)(=O)c2cc(Br)cc3c2N(C(C)=O)C(C)C3)cc1 (stereo unspecified)	i
C#CCOc1c(Cl)cc(/C=C2/NC(=O)NC2=O)cc1OC	u
CCOc1ccc(NC(=O)c2cc(C)cc(C)c2)c([N+](=O)[O-])c1	u
Cc1cc(/C=C2/NC(=O)N(Cc3ccc(Cl)cc3)C2=O)c(C)n1-c1ccc([N+](=O)[O-])cc1	u
Cc1cc(OCc2nc3ccccc3[nH]2)ccc1C(C)C	i
Cc1c(Br)c(C(F)(F)F)nn1CC(=O)N(C)c1ccccc1	i
N/C(=N/OC(=O)COc1ccccc1)c1ccc(Br)cc1	i
CC(c1nncn1C)n1cc(-c2ccc3c(c2)Cc2ccccc2-3)nn1 (stereo unspecified)	i
CCn1c(C2CCN(Cc3cccn3-c3cccnc3)CC2)n[nH]c1=O	i
O=S(=O)(c1cc(F)ccc1F)N1CCN(c2cc(-c3cccc(F)c3)ncn2)CC1	i
CCOC(=O)CNC(=O)c1sc2nc(C)nc(N3CCCCC3)c2c1C	i
Cc1onc(-c2ccccc2Cl)c1C(=O)Nc1nnc(Cc2ccc(Cl)cc2)s1	i
c1coc(-c2nnc([C@H]3CCN(Cc4ncc[nH]4)C3)o2)c1	i
CCC(C)NC(=O)c1ccc2c(c1)N(Cc1ccc(C)cc1)CCS2 (stereo unspecified)	i
O=C(NC1CC(=O)N(c2ccc(F)cc2)C1)c1ccco1 (stereo unspecified)	u
O=C(CSc1nccn1Cc1ccccc1)Nc1ccc(Cl)cc1	u
COc1ccc(O)c(C2CC(=O)Nc3c2ccc(N2CCCC2)c3C)c1 (stereo unspecified)	u
O=C(CCc1ccccc1)NC1CCCCC1	i
CCOc1ccc(N2COc3ccc(Br)cc3C2)cc1	i
CNC(=O)[C@H]1O[C@@H](n2cnc3c(N)ncnc32)[C@H](O)[C@@H]1O	i
CC1(C)CC(=O)C2=C(C1)c1c(ccc3ncccc13)NC2c1cccc(Br)c1 (stereo unspecified)	u
CC(=O)c1ccc(N2CCN(C(=O)c3ccc4c(Cl)c5c(nc4c3)CCCC5)CC2)cc1	i
CC(C)CSc1oc(-c2ccco2)nc1S(=O)(=O)c1ccc(Cl)cc1	i
CCn1cncc1Cn1cnc(-c2ccccc2)c1-c1cccc(C)n1	i
Cc1nc(C2CCCNC2)cc(N(C)Cc2cccc3cnccc23)n1 (stereo unspecified)	u
Cc1cc(C)c2[nH]c(C(=O)NCCn3c(C)cc(C)nc3=O)c(C)c2c1	i
Cc1ccc(S(=O)(=O)N2CCCCCC2)cc1	i
COc1cc2c(cc1CC=C(C)C)C(=O)C[C@@H](c1ccc(O)cc1)O2	i
CC(C)NC(=O)[C@@H]1C[C@@H](N)CN1C(=O)c1ccccc1-c1ccccc1F	i
Cc1cc(C)c(NC(=O)Nc2cccc(Cl)c2)c(Cl)n1	i
O=C(CSc1ncn(-c2ccccc2)n1)c1ccccc1	i
COc1ccc2cc3cc(C(=O)NCC4CCCO4)oc3nc2c1 (stereo unspecified)	i
COc1ccc(CN2CCN(Cc3cccn3C)CC2)c(OC)c1OC	u
CNC(=O)[C@@H]1C[C@@H](N)CN1Cc1c(F)ccc(C)c1Cl	u
Cc1ccc2nc(NC(=O)c3cccc(Cl)c3)sc2c1	i
Cc1ccc(C2CC(c3ccc(F)cc3)n3nc(N)nc3N2)cc1 (stereo unspecified)	i
COc1ccc(S(=O)(=O)NCCSCc2c(F)cccc2Cl)cc1OC	i
Cc1cc(NS(=O)(=O)c2ccc(NC(=O)c3ccc(C)c(C)c3)cc2)nc(C)n1	u
NC(=O)CNC(=O)C1=C[C@@H](NC(=O)Cc2cccs2)[C@@H](O)[C@H](O)C1	i
COc1ccc(OC)c(CNc2nc(-c3nnc(-c4cccc(C)c4)o3)nc3ccccc23)c1	i
Fc1ccc(Nc2c(-c3ccco3)nc3ccccn23)cc1	u
CC1=NN(c2ccccc2)C(=O)/C1=C\c1ccccc1OCc1ccccc1	40%*
OCCn1c(-c2ccc(Cl)cc2)csc1=Nc1ccccc1	61%*
Nc1nc2n(n1)C(c1ccccc1)CC(c1ccc(Br)cc1)N2 (stereo unspecified)	i
CCCCC1(C)OC(=O)C(=Cc2ccc(Br)o2)C(=O)O1 (stereo unspecified)	73%*
Nc1nc(-c2ccccc2)c(C(=O)Nc2ccc(F)c(Cl)c2)s1	i
COc1ccc2c(c1)C=C(C(=O)NCCc1ccc(S(N)(=O)=O)cc1)CO2	i
N#CC(C#N)=C(N)/C(C#N)=C/c1ccc(O)cc1	u
COC(=O)c1sccc1NC(=O)CCN1CCCC1c1ccccn1 (stereo unspecified)	i
Cc1ccc(C(=O)c2ccccc2C(=O)N2CCn3cncc3C2)cc1	i
O=C(O)c1ccc(Nc2ccc([N+](=O)[O-])ccc2=O)cc1	u
COc1ccc(NC(=O)CSCc2ccc([N+](=O)[O-])cc2)cc1OC	u
Cc1ccc(C)c(C(=O)COC(=O)c2cc(=O)[nH]c3ccccc23)c1	i
O=C(/C=C(/c1ccccc1)N1CCCCC1)c1ccc([N+](=O)[O-])cc1	38%*
COc1ccc(C2C(=C(O)c3ccc(C)cc3)C(=O)C(=O)N2c2ccccn2)cc1OC (stereo unspecified)	i

Retrieved one by one from the list above, three records:
Compound	ST2 IL33 inh
COc1ccc(C2C(=C(O)c3ccc(C)cc3)C(=O)C(=O)N2c2ccccn2)cc1OC (stereo unspecified)	i
COC(=O)c1sccc1NC(=O)CCN1CCCC1c1ccccn1 (stereo unspecified)	i
O=C(O)c1ccc(Nc2ccc([N+](=O)[O-])ccc2=O)cc1	u

(next part)
Compound	ST2 IL33 inh
CN(Cc1ccccc1)C(=O)c1ccc2c(c1)ncn2C1CCCC1	i
C/C(=C\CO)CC/C=C(\C)C(=O)O[C@@H]1O[C@H](CO)[C@@H](O)[C@H](O)[C@H]1O	i
CCC(C)C(=O)Nc1ccc(OC)cc1 (stereo unspecified)	i
CCCc1cc(=O)[nH]c(SCc2ccccc2Cl)n1	i
COCCN1C(=O)N(C(C)C)C(=O)C12CCN(Cc1ccc(OC)cc1)CC2	i
Cc1c(-c2cc(F)c3c(c2)CC(CN)O3)c(=O)n(C)c(=O)n1C (stereo unspecified)	i
CCCCC(CC)C(=O)NC12CC3CC(CC(C3)C1)C2 (stereo unspecified)	i
CCC(=O)Oc1ccc2c(-c3ccccc3)cc(=O)oc2c1	i
O=C(O)CN=C1CCCc2ccccc2N1	i
CN(CC(=O)c1ccc(O)cc1)C(=O)c1cccc2cnccc12	i
COc1ccc(Nc2cc(C)nc(N3CCN(S(=O)(=O)c4ccccc4Cl)CC3)n2)cc1	u
O=C(Nc1nc2ccccc2[nH]1)c1ccc2c(c1)OCO2	i
O=C(NCCCN1CCOCC1)c1ccc([N+](=O)[O-])cc1	u
NS(=O)(=O)c1ccc(CCNCCC(=O)N2CCc3ccccc3C2)cc1	u
O=C(c1cc(=O)n(-c2ccccc2)[nH]1)N1CCCC(Nc2ccc(F)cc2)C1 (stereo unspecified)	i
Cc1ccc2[nH]c(CCCNC(=O)c3c(Cl)cnn3C)nc2c1C	i
Cc1ccc(NC(=O)CC(=O)NCCSc2nccn2C)c(C)c1	i
CCN(c1cccc(C)c1)S(=O)(=O)c1ccc2c3c(cccc13)C(=O)N2	i
NS(=O)(=O)c1cc2c(cc1Cl)NC=NS2(=O)=O	u
CCOC(=O)C(CC)Sc1nc2c(c(=O)n1-c1ccc(Cl)cc1)SCC2 (stereo unspecified)	u
COc1ccccc1C(=O)Nc1ccc(N2C(=O)c3ccc(Cl)cc3C2=O)c(C)c1	u
Cc1cccc(-c2cnc(-c3ccncc3)nc2C2CCN(C(=O)COc3ccccc3)CC2)c1	i
CC(C)CCC(c1ccccc1)N(C)C(=O)C1(C(N)=O)CC1 (stereo unspecified)	i
O=C(NC1CCCC1)[C@H](CSCc1ccccc1)N1Cc2ccccc2C1=O	i
O=C1c2cccc([N+](=O)[O-])c2C(=O)N1c1nc2ccccc2s1	i
CCCn1cnc2c1CN(C(=O)c1ccc(F)cc1)[C@H](C(=O)OC)C2	i
Cc1csc(NC(=O)C(=O)N2CCCCC2CCn2cccn2)n1 (stereo unspecified)	i
COCCn1cc(C(=O)NC2CCCCCC2)c2c3ccccc3n(C)c2c1=O	u
CN1C(=O)C2CCCCN2c2ccc(C(=O)N3CCN(c4ccccc4)CC3)cc21 (stereo unspecified)	i
COc1cccc(CN2C(=O)CCC2(C)C(=O)NC2CCC(C)CC2)c1 (stereo unspecified)	i
COc1ccc(C2C(=C(O)c3ccccc3)C(=O)C(=O)N2CCC(=O)O)c(OC)c1 (stereo unspecified)	i
CN1CCC(Cc2noc(-c3cnn(Cc4ccccc4)c3)n2)CC1	i
CSCC[C@@H](C(=O)Nc1cc(F)ccc1F)N1Cc2ccccc2C1=O	i
CCCN(CCC)C(=O)C1CCCN1S(=O)(=O)c1cccc2nsnc12 (stereo unspecified)	i
CCCCOc1ccc(N2C(=O)CC(NCC#N)C2=O)cc1 (stereo unspecified)	i
O=C(O)c1ccc(CN2CC[C@H](c3nnc(-c4cccnc4)o3)C2)cc1	u
CCNC(=O)N[C@H]1CC[C@]2(C)CC[C@@H]([C@H](C)C(=O)NC3CCCC3)[C@H](O)[C@H]2[C@@H]1C	i
CN(C)C(=O)c1nn(Cc2ccccc2)c2c1CN(C(=O)Cc1ccc3c(c1)OCO3)CC2	u
Cc1ccc(S(=O)(=O)c2nc(Nc3nccs3)sc2Cl)cc1	i
CCOc1cc(CN2CCN(c3ccccc3C)CC2)ccc1OC	i

Next part (two carried over from the part before).
Compound	ST2 IL33 inh
Cc1ccc(S(=O)(=O)c2nc(Nc3nccs3)sc2Cl)cc1	i
CCOc1cc(CN2CCN(c3ccccc3C)CC2)ccc1OC	i
COc1cc(NC(=O)N[C@H]2CO[C@H]3[C@@H]2OC[C@@H]3Nc2nccc(-c3cccs3)n2)cc(OC)c1	i
Cc1ccc(C)c(S(=O)(=O)Nn2cnnc2)c1	u
CN(Cc1nccs1)C(=O)c1cc(CN2CCCC(O)C2)on1 (stereo unspecified)	i
Cn1cnnc1SCC(=O)Nc1ccc(Br)cc1	i
COC(=O)C1=C(N)OC2=C(C(=O)CC(c3ccccc3)C2)C1c1ccccc1Cl (stereo unspecified)	i
CCN(CCCNC(=O)c1cc2cc3ccc(Cl)cc3nc2o1)c1ccccc1	34%*!
Cc1cccc(OCC(=O)Nc2ccccc2C(=O)N2CCCCC2)c1	u
